Compound activity as filed in PubChem.
GSIS activator – GLuc luminescence reporter in INS-1E cells, primary screen for activators of glucose-dependent secretion of insulin. INS-1E GLuc reporter insulin secretion, 2-3 h. activation, % at 16.6 µM. actives 0.61% (n = 370,000);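 active = lowest replicate activation of at least 40%, so every replicate reaches that level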;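 note: 0% = median of neutral control wells and 100% = median of IBMX positive control wells; some compounds called inactive have numbers as strong as hits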
Xi reactivation – activators of inactive X chromosome reactivation, primary screen, imaging, XiGFP fibroblasts, GFP high-content imaging, set 2 | XiGFP mouse fibroblasts, % GFP-positive cells imaging, 3 d; cells co-treated with 5-aza-dC sensitizer; scaled so ellipticine positive control = 100% | activation, % at 7.58 µM | actives 0.055% (n = 360,000);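 active = mean normalized replicate activation at least 10% and every replicate at or above 10%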;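 note: 0% = median of on-plate neutral control wells and 100% = ellipticine 6 µM median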
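Schedule: 3 d treatment, 15 min room-temperature fixation; system: 68-5-11 XiGFP fibroblast line; buffer or medium: DMEM plus 5-aza-dC sensitizer; control set: ellipticine 6 µM positive control; compound: one concentration, pinned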
CASP6 VEID inh – human caspase-6 inhibitors, primary screen, biochemical, VEID-R110 fluorescence, single point, set 2; P55212; purified caspase-6, Z-VEID-R110 cleavage fluorescence; inhibition, % at 12.5 µM; actives 0.53% (n = 350,000); AID 686996, 2013;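 active = mean inhibition across replicates at least about 35%, with every replicate also reaching that limit, limit read from the data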;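 note: 0% = median of neutral control wells and 100% = no fluorescence left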
Target sequence (P55212 24-179 limits assumed): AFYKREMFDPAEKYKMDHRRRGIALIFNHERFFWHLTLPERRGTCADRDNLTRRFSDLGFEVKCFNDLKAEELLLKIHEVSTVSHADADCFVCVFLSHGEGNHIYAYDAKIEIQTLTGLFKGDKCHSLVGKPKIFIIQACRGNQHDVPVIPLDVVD
Target sequence (P55212 194-293 limits assumed): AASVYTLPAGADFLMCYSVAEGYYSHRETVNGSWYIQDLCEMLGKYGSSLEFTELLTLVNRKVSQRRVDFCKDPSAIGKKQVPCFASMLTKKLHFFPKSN
DENV2 CPE rescue – inhibitors of DENV2 cytopathic effect, primary screen, cell-based, plate reader, single concentration. DENV2-infected cells, cytopathic effect rescue. CPE inhibition, % at 9.99 µM. actives 1.7% (n = 350,000). AID 651640, 2012; in the data active = CPE inhibition above about 20%, passing the limit was not always enough; tested in BHK-21 cells;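 note: 0% = median of neutral control wells and 100% = median of positive control wells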
E-selectin induc – E-selectin induction in HUVECs, primary screen, imaging, HUVEC, immunofluorescence imaging, single point; normalized: neutral wells 0, TNF-alpha wells 100; P16581; AID 686992, 2013; actives 0.37% (n = 260,000); activation, % at 7.58 µM;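 active = mean E-selectin-positive cell signal at least 10% of the positive control, reached in at least 60% of replicates, without over 20% cell loss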;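 note: in these data hits start at about 27%; measured in HUVEC primary endothelial cells; signal is the percent of cells scored E-selectin positive by PE staining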
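Assay system: HUVEC primary endothelial cells. Input: 3,000 HUVEC seeded per well. Doses: one compound dose added by pin transfer. Read-out basis: % PE-positive cells. Benchmarks: TNF-alpha high, DMSO low. Detection: immunofluorescence imaging. Buffer or medium: EGM-2, gelatin.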
RAD52 anneal inh – RAD52 DNA annealing inhibitors, primary screen, biochemical, FRET, single point, set 2. recombinant RAD52 DNA annealing, FRET fluorescence. inhibition, % at 18.7 µM. actives 0.46% (n = 360,000). AID 651710, 2012;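 active = every replicate showing at least 50% inhibition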
RAD54 inh – inhibitors of human RAD54 branch migration, primary screen, biochemical, fluorescence, single point | DNA repair and recombination protein RAD54-like (Homo sapiens), Q92698 | RAD54 Holliday junction branch migration, FAM/BHQ fluorescence | inhibition, % at 10.4 µM | actives 0.14% (n = 360,000) | AID 602329, 2012;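 active = mean normalized replicate activity at least 40 and at least half of replicates scoring 40 or more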;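 note: 0% = median of neutral control wells and 100% = median of positive control wells; inhibitors cause a drop in the FAM fluorescence signal; in these data hits start at about 50%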
Target sequence (Q92698 whole entry, looked up): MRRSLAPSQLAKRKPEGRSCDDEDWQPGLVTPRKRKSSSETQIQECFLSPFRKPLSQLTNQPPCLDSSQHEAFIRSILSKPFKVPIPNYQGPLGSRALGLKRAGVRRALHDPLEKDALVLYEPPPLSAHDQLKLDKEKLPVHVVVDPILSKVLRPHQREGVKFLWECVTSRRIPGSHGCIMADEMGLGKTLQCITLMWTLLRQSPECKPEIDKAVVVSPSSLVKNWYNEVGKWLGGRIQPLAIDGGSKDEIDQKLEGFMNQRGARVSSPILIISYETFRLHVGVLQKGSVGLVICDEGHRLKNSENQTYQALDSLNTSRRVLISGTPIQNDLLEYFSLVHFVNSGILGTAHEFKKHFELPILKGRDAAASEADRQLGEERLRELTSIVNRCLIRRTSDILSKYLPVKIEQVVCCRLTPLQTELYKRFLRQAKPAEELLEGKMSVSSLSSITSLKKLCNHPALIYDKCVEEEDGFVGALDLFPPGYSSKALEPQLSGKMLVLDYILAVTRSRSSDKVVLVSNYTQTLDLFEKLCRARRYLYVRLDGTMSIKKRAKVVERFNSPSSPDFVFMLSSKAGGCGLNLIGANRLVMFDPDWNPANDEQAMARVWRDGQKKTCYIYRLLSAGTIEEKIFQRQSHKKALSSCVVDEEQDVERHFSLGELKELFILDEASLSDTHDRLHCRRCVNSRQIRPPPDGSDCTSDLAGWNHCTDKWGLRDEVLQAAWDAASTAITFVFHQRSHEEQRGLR
F508del corr – F508del CFTR correction, initial screen, CFBE line, single point; activity (quench increase), % at 7.58 µM; AID 720511, 2013; actives 0.36% (n = 350,000); CFBE cells, YFP halide quenching; stimulated with forskolin plus potentiator P3; % fluorescence drop versus neutral controls;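 active = mean added fluorescence quench of at least 8% versus neutral control, with both replicates also reaching 8%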;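 note: cells transiently co-express mutant CFTR-F508del with the halide-sensitive YFP; corrector assay measuring rescue of mutant channel to the surface after 24 h compound exposure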
* = called active by the depositor; / = no result given. Rows are unselected; about 3.7% have a hit in one of these screens.

No. | Structure | Xi reactivation | CASP6 VEID inh | E-selectin induc | RAD52 anneal inh | RAD54 inh | GSIS activator | DENV2 CPE rescue | F508del corr
1 | COc1ccc(OC)c(NC(=O)c2nc(S(=O)(=O)Cc3ccccc3)ncc2Cl)c1 | 2.7 | 8 | 0.2 | -3 | 4 | -10 | -5 | -6.0
2 | Cc1cc(C(=O)Nc2cccc3c2O[C@H](CN(C)Cc2ccc(C(=O)Nc4ccccc4N)cc2)[C@@H](C)CN([C@@H](C)CO)C3=O)n(C)n1 | -0.7 | 1 | -1.5 | -4 | -7 | 19 | 9 | 0.4
3 | C[C@@H]1CCCCO[C@@H](CN(C)CC2CCCCC2)[C@@H](C)CN([C@H](C)CO)C(=O)c2cc(NC(=O)Nc3ccccc3)ccc2O1 | 0.0 | 0 | -0.1 | -3 | 0 | -8 | -3 | -2.9
4 | CCN(CC)S(=O)(=O)c1cc(C(=O)N=c2sccn2C)ccc1OC | 0.0 | -3 | / | 0 | -14 | -6 | 0 | 1.7
5 | Nc1c(C(=O)Nc2ccccc2)c2nc3ccccc3nc2n1-c1ccc(O)cc1 | -0.2 | 2 | 4.1 | -17 | 5 | -20 | -2 | 2.5
6 | CCCn1nnc(NC(=O)c2ccco2)n1 | / | -1 | / | -8 | -3 | 8 | 5 | 0.8
7 | Cc1cc(C)n(CCSCC(=O)O)n1 | / | -3 | / | 6 | 5 | 4 | / | -0.7
8 | COc1ccc(-c2[nH]ncc2CNCC(C)(C)N2CCOCC2)cc1F | 0.2 | -10 | / | -5 | 3 | 2 | 1 | -0.2
9 | O=C(Nc1ccccc1Br)C1CCN(S(=O)(=O)c2cccs2)CC1 | 0.0 | -1 | / | -14 | -2 | 6 | 5 | 2.7
10 | O=C(NCCc1nnc2ccc(NCCCN3CCOCC3)nn12)c1ccccc1 | 0.3 | 1 | 0.0 | -11 | -2 | 13 | 7 | -4.5
11 | CC(=O)Nc1ccc(S(=O)(=O)N2CCCC(C(=O)O)C2)cc1 (stereo not drawn) | 0.3 | 4 | / | -14 | / | 10 | 2 | -1.3
12 | CCOc1ccc(CNC(=O)c2cccc(NC(=O)C3=C(C)OCCS3)c2)cc1 | 0.1 | 8 | / | -18 | -1 | -8 | 9 | -1.8
13 | O=C(c1ccc(F)cc1)N1CCCCN2[C@H](CO)[C@@H](c3ccc(/C=C/c4ccccc4)cc3)[C@H]2C1 | 0.1 | / | -0.8 | / | -2 | -8 | / | -0.6
14 | COc1ccccc1Cc1c(-c2ccc(F)cc2)nc2c3ccccc3ccn12 | 0.2 | -4 | -4.1 | -73 | / | 24 | 9 | 1.4
15 | CNCCCC1c2ccccc2C=Cc2ccccc21 | 0.1 | 3 | 0.2 | 15 | 8 | -26 | 26* | -4.8
16 | O=C(C[n+]1cccc(/C=N/O)c1)N1CCCCCC1 | 0.5 | -9 | / | -12 | / | 6 | -3 | 2.0
17 | Cc1ccc(S(=O)(=O)Nc2cccc3c2O[C@H](CN(C)S(=O)(=O)c2ccccc2)[C@@H](C)CN([C@H](C)CO)C3=O)cc1 | 0.3 | -1 | 0.1 | -6 | 3 | 7 | -12 | 2.9
18 | COc1ccc(S(=O)(=O)N2CCN(CC(O)COc3ccc(C#N)cc3)CC2)cc1OC (stereo not drawn) | -0.1 | 0 | / | 1 | 1 | 2 | -9 | 0.7
19 | O=C(CN1C(=O)NC(CCc2ccccc2)C1=O)NC1CC1 (stereo not drawn) | 0.0 | -1 | 1.0 | -5 | / | -1 | 10 | 1.1
20 | Cc1noc(C)c1S(=O)(=O)N(C)C[C@H]1OCCCC[C@H](C)Oc2ccc(NC(=O)Nc3ccc(C(F)(F)F)cc3)cc2C(=O)N([C@H](C)CO)C[C@@H]1C | 0.0 | 4 | 1.0 | -14 | -12 | 2 | 0 | 5.8
21 | O=C(/C=C/Nc1ccccc1C(F)(F)F)c1ccco1 | -0.1 | 1 | 0.7 | -15 | -8 | 1 | 2 | -0.6
22 | O=C(c1ccc(OC2CCN(CCc3ccccc3)CC2)cc1)N1CCC(CO)CC1 | 0.1 | -4 | / | -18 | 10 | -4 | 1 | 4.2
23 | Cc1c(CCO)c(=O)n2n1CCCC2 | 0.0 | -5 | 0.1 | -50 | / | 18 | -2 | -1.8
24 | COc1ccc(CSc2nnc(-c3ccncc3)n2N)cc1 | 0.0 | 1 | 0.1 | 0 | / | -23 | -4 | -0.4

Reformatted with two lines to a compound: 2 of the compounds above
Results follow in this order: Xi reactivation | CASP6 VEID inh | E-selectin induc | RAD52 anneal inh | RAD54 inh | GSIS activator | DENV2 CPE rescue | F508del corr
[22] O=C(c1ccc(OC2CCN(CCc3ccccc3)CC2)cc1)N1CCC(CO)CC1
→ 0.1 | -4 | / | -18 | 10 | -4 | 1 | 4.2
[23] Cc1c(CCO)c(=O)n2n1CCCC2
→ 0.0 | -5 | 0.1 | -50 | / | 18 | -2 | -1.8

Three compounds from above, arranged by length of the SMILES, low to high:
No. | Structure | Xi reactivation | CASP6 VEID inh | E-selectin induc | RAD52 anneal inh | RAD54 inh | GSIS activator | DENV2 CPE rescue | F508del corr
15 | CNCCCC1c2ccccc2C=Cc2ccccc21 | 0.1 | 3 | 0.2 | 15 | 8 | -26 | 26* | -4.8
16 | O=C(C[n+]1cccc(/C=N/O)c1)N1CCCCCC1 | 0.5 | -9 | / | -12 | / | 6 | -3 | 2.0
22 | O=C(c1ccc(OC2CCN(CCc3ccccc3)CC2)cc1)N1CCC(CO)CC1 | 0.1 | -4 | / | -18 | 10 | -4 | 1 | 4.2

Following part:
No. | Structure | Xi reactivation | CASP6 VEID inh | E-selectin induc | RAD52 anneal inh | RAD54 inh | GSIS activator | DENV2 CPE rescue | F508del corr
25 | CCCCn1c(N)c(N(CCC(C)C)C(=O)CC2CCCC2)c(=O)[nH]c1=O | 0.1 | 1 | 2.1 | -4 | / | 15 | -3 | -2.9
26 | COC(=O)C1C(c2ccc(N(C)C)cc2)C(C(=O)OC)S(=O)(=O)CS1(=O)=O (stereo not drawn) | 0.1 | -1 | -0.3 | -6 | / | 4 | / | -0.2
27 | CN(C1CCCC1)C1CCN(C(=S)Nc2cc(F)cc(F)c2)CC1 | 0.0 | -8 | -0.1 | -11 | -4 | -3 | 5 | -0.8
28 | Cc1ccc(NC(=O)C2c3ccccc3-c3ccccc32)cc1 | 0.1 | -2 | -0.1 | -5 | 1 | 0 | -6 | -6.1
29 | COCCOc1cc(N2C(=O)CSCC2=O)c(Cl)cc1Cl | / | 4 | / | 5 | 4 | -1 | -10 | 5.0
30 | C[C@@H]1CN([C@@H](C)CO)C(=O)CCCn2cc(nn2)CO[C@H]1CN(C)Cc1ccc2cccnc2c1 | -0.1 | / | 0.0 | / | / | -3 | / | -0.7
31 | C[C@H](CO)N1C[C@H](C)[C@@H](CN(C)C(=O)CCN2CCCCC2)Oc2ncc(C#CCN(C)C)cc2C1=O | -0.7 | 0 | -0.3 | -2 | -8 | 5 | 11 | /
32 | CCN(CC)C(=O)C1=C(C)N(Cc2ccccc2)C(=O)C(CC(=O)NCCc2ccccn2)C1 (stereo not drawn) | 0.1 | 1 | / | -21 | -4 | -5 | -4 | 2.9
33 | O=C(/C(=N\Nc1ccccc1)Sc1nnnn1-c1ccccc1)c1ccccc1 | 0.0 | / | 0.0 | / | 0 | 0 | / | /
34 | O=C(Nc1cc(Cl)ccc1O)C1CC(c2c(F)cccc2Cl)=NO1 (stereo not drawn) | 0.0 | 2 | 0.1 | -17 | -3 | -13 | 1 | -8.1
35 | CC(=O)Oc1ccccc1C(=O)N1CCN(S(=O)(=O)c2ccc3ccccc3c2)CC1 | 0.3 | -1 | -0.3 | -6 | 5 | -14 | 12 | -0.3
36 | CC(C)c1cc(C(=O)NNC(=S)NC2CCCCC2)cs1 | 0.1 | -6 | -0.6 | -17 | 4 | -16 | 18 | 4.1
37 | COC(=O)c1cc(C(=O)N2CCN(c3ccccc3OC)CC2)cc([N+](=O)[O-])c1 | 9.3 | 2 | 11 | -3 | / | -1 | 7 | 1.6
38 | COc1ccc(CNC(c2ccccc2)c2ccc(Cl)cc2)cc1 (stereo not drawn) | -0.1 | 0 | / | 2 | -14 | -44 | -6 | -1.2
39 | C#CCN([C@@H]1C(=O)N2[C@@H]1SC(C)(C)[C@@H]2C(=O)OC)[C@@H](/C=C/C1CC1)[C@H](O)Cc1ccccc1 | / | 11 | / | -29 | / | / | 7 | -1.5
40 | CC1CCC(NC(=O)CN2C(=O)NC3(CCCCC3C)C2=O)CC1 (stereo not drawn) | 0.0 | 0 | -0.2 | -4 | / | 0 | -5 | 0.5
41 | COc1ccc2c3c(n(C)c2c1)[C@@H](CO)N(Cc1ccncc1)CC31CCN(C(=O)Cc2ccncc2)CC1 | 0.3 | 1 | -0.2 | -50 | / | -27 | 2 | 3.4
42 | CC(=O)N1[C@H](CO)[C@H]2c3ccccc3N(C(=O)Nc3cc(F)ccc3F)C[C@H]21 | 0.3 | 0 | 0.6 | 0 | 5 | 2 | 12 | 1.1
43 | CN1CCN(C(=O)C[C@H]2CC[C@H]3[C@@H](COC[C@H](O)CN3C(=O)Nc3ccc(Cl)cc3)O2)CC1 | 0.4 | -1 | 0.1 | 11 | -3 | -6 | -6 | 2.5
44 | C[C@@H]1CN([C@H](C)CO)C(=O)c2cc(NS(=O)(=O)c3cn(C)cn3)ccc2O[C@H]1CN(C)S(=O)(=O)c1ccc(F)cc1 | 0.3 | 0 | 0.0 | -10 | -13 | 3 | -4 | 0.7
45 | CCOC(=O)c1cn(CC)c2cc3c(cc2c1=O)OCO3 | -0.3 | -1 | -0.2 | -9 | -8 | 0 | 25* | -0.8
46 | C=CCC[C@@H](Cc1ccc(F)cc1)C(=O)OC[C@H](Cc1c[nH]c2ccccc12)NC(=O)[C@@H](CC=C)CC(=O)N(CCO)Cc1ccccc1 | 0.1 | / | -0.2 | / | 0 | -22 | / | 3.4
47 | COCCNC(=O)c1cc(-c2ccccc2)n(CC2CC(c3ccc(OC)cc3)=NO2)n1 (stereo not drawn) | -0.2 | 2 | 0.8 | -8 | 0 | 22 | 18 | 0.9
48 | CC(C)CC(COCc1cccc(Cl)c1)N1CCN(C(=O)c2ccc(C(F)(F)F)cc2)CCC1=O (stereo not drawn) | 0.0 | 5 | 0.9 | 0 | -1 | -33 | 1 | 0.1
49 | COC(=O)c1cccc(C(=O)N2CCCC(C(=O)c3cc(F)ccc3F)C2)c1 (stereo not drawn) | / | 0 | 9.9 | -10 | / | 17 | / | -4.2
